# From PubChem
# LGR2 inh: inhibitors of bursicon-induced Drosophila LGR2 receptor cAMP signaling. HEK293 LGR2, CRE-luciferase, bursicon-stimulated, 4 h. inhibition, % at 9.99 µM. actives 0.35% (n = 380,000);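 active = drop in luminescence signal, shown as inhibition above about 50% in the replicate tests, limit read from the data, passing the limit was not always enough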;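 also: agonist challenge used bursicon conditioned medium at about half maximal strength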
# SIRT5 block: inhibitors of human sirtuin-5 desuccinylase; actives 1.1% (n = 330,000); Purified SirT5, succinyl-peptide AMC, trypsin-coupled fluorescence; AID 652115; inhibition, % at 15 µM; in the data active = inhibition above about 15%
# Target sequence (Q9NXA8 whole entry, looked up): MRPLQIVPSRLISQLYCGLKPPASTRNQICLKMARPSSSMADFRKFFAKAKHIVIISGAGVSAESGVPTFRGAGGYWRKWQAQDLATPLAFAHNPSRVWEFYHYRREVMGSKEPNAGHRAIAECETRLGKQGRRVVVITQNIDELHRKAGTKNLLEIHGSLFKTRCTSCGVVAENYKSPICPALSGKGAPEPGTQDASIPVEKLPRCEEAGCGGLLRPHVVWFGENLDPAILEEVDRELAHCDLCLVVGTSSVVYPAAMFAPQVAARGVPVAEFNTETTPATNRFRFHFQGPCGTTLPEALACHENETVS
# Statin myotox sup: suppressors of simvastatin-induced myotoxicity in C2C12 myotubes. ATP luminescence, 48 h; scaled: DMSO 0, geranylgeraniol control 100. rescue of ATP level, % at 7.49 µM. actives 0.78% (n = 330,000);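 active = mean ATP rescue above about 67%, or every replicate alone reaching that limit, limit read from the data, passing the limit was not always enough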;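 also: myotubes were challenged with 10 µM simvastatin during compound exposure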
# FN deposit inh: fibronectin deposition inhibition. inhibition, % at 12.6 µM. AH1F fibroblasts, Alexa488-fibronectin deposition fluorescence, overnight. actives 0.086% (n = 350,000);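 active = mean inhibition across replicates of 30% or more, regardless of how many single replicates reach that level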;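 also: positive control wells lacked labelled fibronectin entirely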
#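 Schedule: 1 h cell adhesion before compound, then overnight fibronectin incubation; test system: AH1F fibroblast monolayer depositing Alexa488-labelled fibronectin into matrix; quantity: 10000 AH1F cells per well; probe or stimulus: fluorescent fibronectin at 24 nM final; signal: fluorescence, ex 485 nm, em 525 nm; evaluation: percent inhibition as loss of matrix-bound fibronectin fluorescence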
# S100A4 inh HTS: blocks human S100A4 binding to myosin IIA peptide; P26447; S100A4/TAMRA-MyoIIA peptide fluorescence polarization; inhibition, % at 10.7 µM; actives 0.14% (n = 360,000); AID 652163;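 active = mean inhibition of at least 70% across replicates, with every replicate also reaching that level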
# Target sequence (P26447 whole entry, looked up): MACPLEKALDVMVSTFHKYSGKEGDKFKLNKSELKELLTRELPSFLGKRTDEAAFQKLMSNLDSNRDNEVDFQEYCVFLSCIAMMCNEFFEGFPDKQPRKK
#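 Test system – S100A4 monomer (human) · Compound – single-point compound testing · Schedule – 5 min incubation before reading · Probe or stimulus – TAMRA-labelled myosin IIA heavy-chain peptide probe, 5 nM · Benchmarks – neutral control DMSO, positive control TFP · Medium – Calcium-containing HEPES buffer, pH 7.2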
# esBAF inh: inhibitors of esBAF chromatin remodeling in mouse ES cells | Bmi1-luciferase knock-in reporter, 24 h; 100% = twice the neutral-well signal | reporter increase, % at 12.5 µM | actives 2% (n = 350,000) | AID 602393; in the data active = activation above about 40%;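 also: 0% = median of the plate's neutral control wells and 100% = double that signal; a rise in the Bmi1 reporter signal indicates esBAF inhibition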
# CASP6 VEID inh: inhibitors of human caspase-6. P55212. purified caspase-6, Z-VEID-R110 cleavage fluorescence. inhibition, % at 12.5 µM. actives 0.53% (n = 350,000);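 active = mean inhibition across replicates at least about 35%, with every replicate also reaching that limit, limit read from the data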;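 also: 0% = median of neutral control wells and 100% = no fluorescence left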
# Target sequence (P55212 24-179 limits assumed): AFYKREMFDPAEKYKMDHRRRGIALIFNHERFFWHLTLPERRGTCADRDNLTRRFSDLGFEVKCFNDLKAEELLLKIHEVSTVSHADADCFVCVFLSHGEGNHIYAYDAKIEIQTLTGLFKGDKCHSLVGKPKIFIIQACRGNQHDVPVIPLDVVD
# Target sequence (P55212 194-293 limits assumed): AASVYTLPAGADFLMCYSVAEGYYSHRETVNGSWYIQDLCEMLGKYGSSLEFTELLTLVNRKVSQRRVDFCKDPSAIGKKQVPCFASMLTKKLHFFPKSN
# An asterisk follows results filed as active; nt = no result given. Not all compounds are listed, so the mix of outcomes need not match the whole.
# Short forms: A = LGR2 inh; B = SIRT5 block; C = Statin myotox sup; D = FN deposit inh; E = S100A4 inh HTS; F = esBAF inh; G = CASP6 VEID inh
1	O=C(Nc1ccc(NC(=O)c2ccc3c(c2)OCO3)cc1)c1cccc(Cl)c1
  A = 5	B = -6	C = -2	D = 4	E = -5	F = -11	G = 0
2	O=C(Nc1ccc(S(=O)(=O)NC2=NCCCCC2)cc1)c1ccc(Cl)c([N+](=O)[O-])c1
  A = 8	B = 2	C = -1	D = 6	E = -1	F = -2	G = 2
3	COc1ccc(C(=O)Nc2ccccc2C(=O)NCc2ccco2)cc1
  A = 12	B = -2	C = 17	D = -5	E = 1	F = 16	G = 0
4	CCOc1ccc(C(C(=O)NCC2CCCO2)N(CCc2cccc(C)c2)C(=O)c2snc(C(N)=O)c2N)cc1 (stereo not given)
  A = 15	B = nt	C = 31	D = -5	E = -3	F = -51	G = 3
5	C[C@]12c3[nH]c4cc(-c5ccco5)ccc4c3CCN1C(=O)[C@@H](CC(=O)NCc1ccco1)C[C@@H]2C(=O)N1CCCCC1
  A = 6	B = 1	C = -26	D = -11	E = -6	F = 3	G = 2
6	C=CCN=C1NC(c2ccccc2)C(C(=O)OC)=C(C)N1Cc1ccccc1C(F)(F)F (stereo not given)
  A = 2	B = 2	C = nt	D = 1	E = -3	F = nt	G = -1
7	C[C@@H]1CCCCO[C@@H](CN(C)C(=O)Cc2ccccc2)[C@@H](C)CN([C@H](C)CO)C(=O)c2cc(NC(=O)Nc3ccccc3)ccc2O1
  A = 9	B = -2	C = nt	D = -7	E = -12	F = 0	G = 1
8	COCC(=O)N1CCCCN2[C@H](CO)[C@H](c3ccc(C#Cc4cccnc4)cc3)[C@H]2C1
  A = 7	B = -9	C = nt	D = nt	E = 6	F = nt	G = 1
9	O=C(NCC(=O)N1CCCCCCC1)c1cccc([N+](=O)[O-])c1
  A = 0	B = 1	C = 0	D = -28	E = -1	F = 5	G = -110
10	CN(C(=O)Cc1c(C(=O)O)n(C)c2ccccc12)c1ccc(Cl)cc1
  A = 10	B = 1	C = -2	D = -1	E = -1	F = 8	G = -1

# Five entries from above, with one line to a screen:
4	CCOc1ccc(C(C(=O)NCC2CCCO2)N(CCc2cccc(C)c2)C(=O)c2snc(C(N)=O)c2N)cc1 (stereo not given)
5	C[C@]12c3[nH]c4cc(-c5ccco5)ccc4c3CCN1C(=O)[C@@H](CC(=O)NCc1ccco1)C[C@@H]2C(=O)N1CCCCC1
6	C=CCN=C1NC(c2ccccc2)C(C(=O)OC)=C(C)N1Cc1ccccc1C(F)(F)F (stereo not given)
7	C[C@@H]1CCCCO[C@@H](CN(C)C(=O)Cc2ccccc2)[C@@H](C)CN([C@H](C)CO)C(=O)c2cc(NC(=O)Nc3ccccc3)ccc2O1
8	COCC(=O)N1CCCCN2[C@H](CO)[C@H](c3ccc(C#Cc4cccnc4)cc3)[C@H]2C1

Screen / compound no. | 4 | 5 | 6 | 7 | 8
LGR2 inh | 15 | 6 | 2 | 9 | 7
SIRT5 block | nt | 1 | 2 | -2 | -9
Statin myotox sup | 31 | -26 | nt | nt | nt
FN deposit inh | -5 | -11 | 1 | -7 | nt
S100A4 inh HTS | -3 | -6 | -3 | -12 | 6
esBAF inh | -51 | 3 | nt | 0 | nt
CASP6 VEID inh | 3 | 2 | -1 | 1 | 1

# Returning to the listing; the two compounds before the break are reprinted first.
# Short forms: A = LGR2 inh; B = SIRT5 block; C = Statin myotox sup; D = FN deposit inh; E = S100A4 inh HTS; F = esBAF inh; G = CASP6 VEID inh
9	O=C(NCC(=O)N1CCCCCCC1)c1cccc([N+](=O)[O-])c1
  A = 0	B = 1	C = 0	D = -28	E = -1	F = 5	G = -110
10	CN(C(=O)Cc1c(C(=O)O)n(C)c2ccccc12)c1ccc(Cl)cc1
  A = 10	B = 1	C = -2	D = -1	E = -1	F = 8	G = -1
11	Cc1ccccc1-c1ccccc1[C@H]1[C@@H](C#N)N(C(=O)c2cccc(F)c2)[C@H]1CO
  A = 15	B = -3	C = nt	D = 4	E = -7	F = nt	G = 2
12	CN(C)C(CNC(=O)CCNC(=O)c1ccc(Cl)cc1)c1ccco1 (stereo not given)
  A = 10	B = 24*	C = 1	D = 1	E = 3	F = -7	G = 4
13	CN(C)C(=O)C[C@H]1CC[C@@H](NC(=O)c2ccc(F)cc2)[C@H](CO)O1
  A = 6	B = -2	C = -19	D = 0	E = -3	F = -2	G = 0
14	CC(Sc1nnc(-c2ccncc2)n1-c1ccc(F)cc1)C(=O)NC1CC1 (stereo not given)
  A = 4	B = -2	C = -2	D = -4	E = -6	F = -1	G = -2
15	COc1cc2c(cc1OC)C1c3ccc(OC)c(OC)c3OCC1(O)C2 (stereo not given)
  A = -21	B = -4	C = 2	D = 11	E = 3	F = 3	G = 3
16	CCOC(=O)C(C(=O)Cc1ccccc1)c1ccccc1 (stereo not given)
  A = 0	B = -2	C = -1	D = 5	E = -6	F = -3	G = 0
17	Cn1c(=O)c(Oc2ccc(Cl)cc2)c(O)c2ccccc21
  A = 7	B = 1	C = nt	D = -3	E = 2	F = nt	G = -2
18	COC(=O)c1c(C)[nH]c(C)c1C(=O)c1ccccc1Cc1ccccc1
  A = nt	B = 3	C = -1	D = 14	E = 3	F = 2	G = 2
19	Cn1c(Cn2c(=O)sc3ccccc32)nnc1SCC(=O)NCc1ccccc1Cl
  A = 7	B = nt	C = -1	D = -1	E = -7	F = -2	G = -4
20	CCOC(=O)c1[nH]c2ccc(OC)cc2c1NC(=S)N1CCN(c2ccccn2)CC1
  A = 1	B = 0	C = 1	D = 17	E = -5	F = -5	G = -1
21	COC(=O)C[C@H]1CC[C@@H]2[C@@H](COc3ccc(NC(=O)c4cc(F)cc(F)c4)cc3C(=O)N2C)O1
  A = -7	B = nt	C = 12	D = -6	E = nt	F = -2	G = nt
22	COc1cc([C@@H]2OC[C@@H]3[C@H]2CO[C@@H]3c2ccc3c(c2)OCO3)ccc1O
  A = -4	B = -1	C = 4	D = -5	E = -1	F = -2	G = 3
23	Cc1ccsc1CN(C)c1ncnc2ccc(-c3ccoc3)cc12
  A = 7	B = 5	C = -8	D = nt	E = 4	F = -7	G = 9
24	COc1ccccc1NCCC(=O)OCC(=O)Nc1cc([N+](=O)[O-])ccc1F
  A = 23	B = 2	C = 1	D = -7	E = 5	F = -3	G = 0
25	Cc1ccc2nc(Cl)c(/C=N/Nc3ccc(C(=O)O)cc3)cc2c1
  A = -71	B = 3	C = 32	D = 0	E = -3	F = 22	G = 6
26	O=C(Nc1ccc2c(c1)OCCO2)C(C1CC1)N1CCN(c2ccc(F)cc2)CC1 (stereo not given)
  A = -11	B = -5	C = 13	D = 3	E = -11	F = 1	G = -2
27	CCC1=C(c2ccc(OC)cc2)CCC(C(=O)O)C1C (stereo not given)
  A = -6	B = nt	C = 5	D = -19	E = -5	F = 5	G = -4
28	Cc1cc(C)c(C(=O)CSc2n[nH]c(=O)n2C2CC2)cc1C
  A = nt	B = nt	C = 7	D = 1	E = nt	F = 4	G = nt
29	COc1ccc(CNC(=O)C(c2ccncc2)N(C(=O)Cc2cccs2)c2cccnc2)cc1 (stereo not given)
  A = -2	B = -5	C = -3	D = -4	E = -1	F = 2	G = 2
30	CCOC(=O)C1CCN(S(=O)(=O)c2ccc3oc(=O)ccc3c2)CC1
  A = -3	B = 3	C = -2	D = -1	E = -2	F = 1	G = -1
31	CS(=O)(=O)N1CCN(c2nc3ccccc3s2)CC1
  A = -5	B = -3	C = 16	D = nt	E = -8	F = 65*	G = -7
32	CC(C)NC(=O)N(C)C[C@@H]1Oc2ccc(N(C)C)cc2CC(=O)N([C@H](C)CO)C[C@@H]1C
  A = 5	B = -3	C = 13	D = nt	E = -14	F = 4	G = 3
33	CCOC(=O)Cn1nc(C)cc1NC(=O)c1ccncc1
  A = -6	B = nt	C = nt	D = -1	E = 0	F = nt	G = -1

# In a second layout: 4 of the compounds above.
No. | Molecule | LGR2 inh | SIRT5 block | Statin myotox sup | FN deposit inh | S100A4 inh HTS | esBAF inh | CASP6 VEID inh
33 | CCOC(=O)Cn1nc(C)cc1NC(=O)c1ccncc1 | -6 | nt | nt | -1 | 0 | nt | -1
28 | Cc1cc(C)c(C(=O)CSc2n[nH]c(=O)n2C2CC2)cc1C | nt | nt | 7 | 1 | nt | 4 | nt
27 | CCC1=C(c2ccc(OC)cc2)CCC(C(=O)O)C1C (stereo not given) | -6 | nt | 5 | -19 | -5 | 5 | -4
22 | COc1cc([C@@H]2OC[C@@H]3[C@H]2CO[C@@H]3c2ccc3c(c2)OCO3)ccc1O | -4 | -1 | 4 | -5 | -1 | -2 | 3
